AmpC inh detg: inhibitors of E. coli AmpC beta-lactamase with detergent; P00811; AmpC hydrolysis of nitrocefin, absorbance 480 nm, 0.01% Triton; Potency, µM (top dose mostly 114 µM), for inactives: at the top dose activity change, negative = inhibition, hits mostly inhibitors; 370,000 compounds, 0.041% hits; AID 485294;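 note: potency is the fitted concentration of half-maximal effect; 0% = no-compound wells and -100% = no-enzyme wells; nearly all actives have a fitted effect of over 25% in size; some results filed as inactive show a strong effect at the top dose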
Target sequence (P00811 whole entry, looked up): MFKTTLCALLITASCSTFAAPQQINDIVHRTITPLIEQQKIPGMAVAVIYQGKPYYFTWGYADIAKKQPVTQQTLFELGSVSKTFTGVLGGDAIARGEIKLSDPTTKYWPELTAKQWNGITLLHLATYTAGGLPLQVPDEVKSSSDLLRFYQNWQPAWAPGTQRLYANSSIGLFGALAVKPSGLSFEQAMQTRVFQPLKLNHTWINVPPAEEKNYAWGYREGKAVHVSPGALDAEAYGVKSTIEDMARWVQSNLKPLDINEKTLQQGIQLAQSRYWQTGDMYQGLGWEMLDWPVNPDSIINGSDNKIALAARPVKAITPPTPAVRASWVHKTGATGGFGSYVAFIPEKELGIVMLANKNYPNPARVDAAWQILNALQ
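20 mM phosphate pH 7.0 + 0.01% (detergent screen) or 0.0001% Triton X-100; 5.3 nM AmpC reagent; cpd preinc 15 min RT; nitrocefin (800 uM stock) to start; A480 q20 s × 4 min; Activity was normalised to no-enzyme and no-compound control wells.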
Shiga toxin inh: Shiga toxin inhibition; Vero cells, Shiga toxin protein synthesis inhibition reporter; inhibition, % at 38.7 µM; AID 2315; 290,000 compounds, 9.2% hits; in the data active = inhibition mostly above about 28%, no sharp cut-off; inactive = mostly below about 43%; note: 0% is about no effect
AmpC no deterg: AmpC beta-lactamase inhibition without detergent. AmpC nitrocefin hydrolysis, absorbance 480 nm, 0.0001% Triton. AID 485341. 330,000 compounds, 0.52% hits. Potency, µM (titrated, usually from 57.1 µM), for the others: at the highest dose activity change, negative = inhibition, most hits filed as inhibitors;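 note: potency is the fitted concentration of half-maximal effect; plate controls were no compound for no effect and no enzyme for full effect; nearly all actives have a fitted effect of over 20% in size; some results filed as inactive show a strong effect at the top dose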
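AmpC (5.3 nM in the dispensed reagent) in 20 mM phosphate pH 7.0 with 0.01% (detergent screen) or 0.0001% Triton X-100 was preincubated with compounds for 15 min at room temperature. Nitrocefin was then added from an 800 uM solution, and hydrolysis was followed at 480 nm.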
AMA1-RON2 inh: inhibitors of Plasmodium falciparum AMA1-RON2 interaction | AID 720542 | AlphaScreen AMA1-biotinylated RON2 peptide binding | 360,000 compounds, 0.2% hits | Potency, µM (titrated, usually from 58.2 µM), for inactives: top-dose activity change, negative = inhibition, usual class: inhibitors;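 note: potency is the fitted concentration of half-maximal effect; 0% = vehicle wells and -100% = peptide control; nearly all actives have a fitted effect of over 45% in size; some results filed as inactive show a strong effect at the top dose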
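AMA1 (3D7) with his tag at 25 nM final met compounds first, then biotinylated RON2 peptide at 25 nM; detection used donor plus acceptor beads, 10 µg/mL apiece, read by AlphaScreen after 30 min at room temperature.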
Cycloheximide cs: affects cycloheximide protein synthesis inhibition readout, counter-screen; max response, %; 300,000 compounds, 12% hits; AID 2314; cell reporter, cycloheximide protein synthesis inhibition counterscreen; in the data active = max response mostly above about 13%, no sharp cut-off; inactive = mostly below about 14%; note: read at 38.3 µM for the half of the compounds with a filed dose; 0% is about no effect
HCMV inh: inhibitors of human cytomegalovirus; activity change, negative = inhibition, % at 57.5 µM; AID 1259415; 410,000 compounds, 4.5% hits; HFF cells, HCMV-luciferase reporter, 72 h; active compounds read low; in the data active = activity change below about -60%; inconclusive = no clear call, values can overlap the other calls; inactive = above about -39%; note: % is set by controls: 0 for no effect and ±100 for the full control effect
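Two compound doses tested in HFFs infected with HCMV-luciferase, MOI 1 PFU/cell, 72 h at 37C. Lysate luminescence read with OneGlo; data normalized against buffer-only and 10uM Salinomycin inhibitor controls.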
Giardia FBPA inh: blocks Giardia fructose-bisphosphate aldolase activity. AID 2451. 290,000 compounds, 0.71% hits. Potency, µM (series often up to 59.6 µM), for the others: at the top dose activity, negative = inhibition, hits mostly inhibitors. purified Giardia FBPA. A8B2U2; note: potency is the fitted concentration of half-maximal effect; % is set by controls: 0 for no effect and ±100 for the full control effect; nearly all actives have a fitted effect of over 55% in size
Target sequence (A8B2U2 whole entry, looked up): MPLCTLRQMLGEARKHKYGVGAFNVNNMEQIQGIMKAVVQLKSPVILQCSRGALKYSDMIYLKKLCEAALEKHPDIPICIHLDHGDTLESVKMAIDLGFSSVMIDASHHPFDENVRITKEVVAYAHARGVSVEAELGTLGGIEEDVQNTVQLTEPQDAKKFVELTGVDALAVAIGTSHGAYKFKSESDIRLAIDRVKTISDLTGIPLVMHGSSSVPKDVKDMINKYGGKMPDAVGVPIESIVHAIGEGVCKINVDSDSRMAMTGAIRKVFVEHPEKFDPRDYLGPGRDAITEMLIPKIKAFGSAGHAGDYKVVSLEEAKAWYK
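Giardia FBPA (40 nM reagent) was preincubated 10 min at RT with compound (up to 57.5 uM final), then substrate plus GAPDH/TPI/NAD/arsenate coupling system with diaphorase/resazurin was added; resorufin fluorescence (525/598 nm) was read after 20 min.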
* = called active by the depositor; ? = inconclusive; · = not tested or not shown; & = joins results of further samples; [ ] = dose if it differs, or a comment. Unless noted, calls come from the whole dose curve; as a rule, active = well fitted curve in the direction sought with a large enough effect; inconclusive = small, poorly fitted or top-dose-only effect, or another doubt; inactive = no such curve, though single readings can be large; an effect the other way counts as inactive or inconclusive. Random draw from the library, and some 16% of all compounds hit somewhere here.

Second line of a record: AmpC inh detg	Shiga toxin inh	AmpC no deterg	AMA1-RON2 inh	Cycloheximide cs	HCMV inh	Giardia FBPA inh
> COC(=O)c1ccc(NC(=O)[C@H](C)NC(N)=O)cc1
  4%	15	-12%	1%	-2	-6	6%
> COC(=O)[C@@H]1C[C@H](OC(C)=O)C(=O)[C@H]2[C@@]1(C)CC[C@H]1C(=O)O[C@H](c3ccoc3)C[C@]21C
  ·	3&13	·	·	3&6	·	10%&4%
> Cc1ccc(S(=O)(=O)CC(=O)c2ccccc2)cc1
  -3%	65	-38%	-2%	21	-13	4%
> CN(CC(N)=O)S(=O)(=O)c1ccc(F)cc1
  4%	-10	1%	-7%	-2	-6	-1%
> O=C(Nc1ccc(S(=O)(=O)N2CCc3ccccc3C2)cc1)C1CCCO1 (stereo not given)
  2%	11	·	2%	9	-12	5%
> O=C(NCCOc1ccc(Cl)cc1)c1ccco1
  ?	11	-1%	-24%	2	-26	4%
> COc1ccc2c(c1OC)C(=O)N1C2SC(C)(C)[C@H]1C(=O)NC(C)C (stereo not given in full)
  -2%	-8	0%	-11%	-2	-4	-17%
> CCN(CC)CC(O)COc1ccc2c(c1)OCO2 (stereo not given)
  3%	-3	-4%	-4%	-1	-98*	-10%
> CCC(C)N1CC(=O)N2C(c3ccc(OC)cc3OC)c3[nH]c4ccccc4c3C[C@H]2C1=O (stereo not given in full)
  2%	-9	117%[activator]	-14%	-4	62	2%
> CC(C)CN1C(=O)c2ccc(NC(=O)c3ccco3)cc2C1=O
  -2%	61*	-4%	4%	49*	-4	0%
> Cc1c([N+](=O)[O-])c(C(=O)Nc2ccc3c(c2)OCCO3)nn1C
  -7%	85*	-35%	3%	52*	58	4%
> O=C(N/N=C/c1cccc(Oc2ccccc2)c1)c1cccc(O)c1
  ?	58*	-38%	-16%	35*	2	0%
> C=C(C)CNC(=S)N/N=C/c1ccccc1OCC(=O)O
  -11%	-2	-15%	71%[activator]	-2	-63*	18µM*
> CCCCn1c(NC(=O)c2ccccc2)c(C#N)c2nc3ccccc3nc21
  -7%	-11	-1%	16%	-5	-67*	?
> CC(=O)N1CCN(c2cc3c(cc2F)c(=O)c(C(=O)O)cn3C2CC2)CC1
  -2%	-4	-12%	7%	-2	-24	-10%
> O=C(Cn1c2ccccc2c(=O)c2ccccc21)Nc1cccc(F)c1
  -12%	-10	-7%	13%	0	8	3%
> OC(COc1ccc2ccccc2c1Cl)CN1CCOCC1 (stereo not given)
  -4%	105*	62%[activator]	23%	37*	166	3%
> COc1cccc(N=Nc2c(N)[nH]n3c(=O)cc(-c4ccccc4)nc23)c1
  ?	25	70%[activator]	23%	2	-10	1%
> C=CCn1c(CCNC(=O)c2cccs2)nnc1SCC(=O)c1ccc(Cl)cc1
  -14%	16	2%	-4%	-2	2	1%
> CCC(C)n1nccc1NC(=O)C(C)OC(=O)c1cc2ccccc2[nH]1 (stereo not given)
  1%	31	-11%	?	2	15	3%
> CC1CN(C(=O)CSc2nc(-c3ccccc3)cs2)CC(C)O1 (stereo not given)
  -1%	50	1%	0%	4	?	3%
> Cc1cccc(NC(=O)C(c2cccc([N+](=O)[O-])c2)N2CCCCC2)c1 (stereo not given)
  2%	-7	-37%	-20%	-1	-7	-1%
> COc1ccc(NC(=O)CN(C)C(=O)COc2ccccc2Cc2ccccc2)cc1
  1%	·	30%	-9%	·	?	·
> COc1ccc(C(C)NC(=O)c2ccc([N+](=O)[O-])cc2)cc1OC (stereo not given)
  3%	-5	-6%	10%	-2	6	8%
> O=C(COc1ncnc2ccccc12)Nc1cccc(S(=O)(=O)N2CCOCC2)c1
  -5%	-12	-34%	18%	-3	-24	6%
> CCOC(=O)c1ccc(COc2ccc(C(C)C)cc2)o1
  6%	102*	-12%	25%	73*	25	0%
> Cc1n[nH]c(C)c1CCNCc1ccc(OCC(O)CN2CCCCC2)cc1 (stereo not given)
  4%	22	-13%	7%	-3	7	4%
> CCOC(=O)c1[nH]c(C)c(C(=O)N2CCC3(CC2)OCCO3)c1C
  2%	-13	-6%	-10%	-5	35	6%
> Cc1noc(C)c1CCC(=O)N1CCCC(CCC(=O)NCc2ccc(F)c(F)c2)C1 (stereo not given)
  7%	14	29%	-23%	19*	-29	4%
> CNC(=O)CN1C(=O)c2ccccc2S1(=O)=O
  ?	-19	-10%	2%	-7	-1	4%
> CCN(CC)CCN(C(=O)c1ccc(S(=O)(=O)N(C)C2CCCCC2)cc1)c1nc2c(C)cccc2s1
  3%	-4	-19%	-5%	8	23	?
> COc1cc(C(=O)Nc2ccc(S(=O)(=O)NC(C)C)cc2)cc(OC)c1OC
  -9%	-4	-8%	8%	1	61	2%
> O=C(Nc1nc(-c2cccnc2)cs1)c1ccc(S(=O)(=O)N2CCOCC2)cc1
  4%	44	-2%	18%	0	-7	5%
> COc1ccc(S(=O)(=O)N2CCOCC2)cc1NC(=O)c1ccc(=O)[nH]c1
  ?	·	-18%	6%	·	2	·
> COCC1CCCN(C(=O)c2cc(COc3cccc4cccnc34)on2)C1 (stereo not given)
  -3%	-20	39%	0%	-1	18	·
> CCc1nc(C)cc(N)c1OCc1ccccc1
  -2%	10	-9%	17%	-2	34	?
> Cc1cc(C)c(NC(=O)CSc2ccc(-c3ccccn3)nn2)c(C)c1
  4%&-13%	15	-20%	-8%	-3	45&14	·
> COC(=O)c1cc2sccc2n1Cc1nc(-c2ccc(OC)cc2)oc1C
  1%	49	-4%	-8%	-2	-61*	-4%
> Cc1cccc(C)c1OCc1cc(C(=O)NC2CCC2)no1
  ?	37*	-35%	9%	37*	-13	3%
> Fc1ccc2c(c1)[C@H]1OCC[C@H]1[C@@H](c1ccco1)N2
  4%	8	-7%	-14%	5	18	4%
> CCNc1nc(C#N)nc2c1ncn2-c1cc(F)cc(F)c1
  1%	·	-14%	·	·	-9	·
> O=c1c2ccccc2n2cnnc2n1-c1ccccc1
  -14%	60	-3%	5%	-2	-26	0%
> Nc1c(Cl)cc([N+](=O)[O-])cc1Cl
  ?	·	-21%	-5%	·	-20	·
> COC(=O)c1sc(NC(=O)c2ccco2)nc1C
  ?	52	1%	-20%	12	24	9%
> O=C1[C@@H]2CSCN2C(=O)CN1Cc1cccc(C(F)(F)F)c1
  2%	-4	2%	-19%	-3	-7	11%
> O=C(CSc1oc(-c2ccc(F)cc2)nc1S(=O)(=O)c1ccccc1)NCC1CCCO1 (stereo not given)
  ?	2	-13%	-6%	4	-64*	-6%
> COc1ccc(NC(=O)COc2ccc(N(C)S(=O)(=O)c3ccc(Cl)cc3)cc2)cc1OC
  ?	·	26%	-22%	·	-88*	·
> O=C(NCCc1csc(-c2cccnc2)n1)c1cccc2ccccc12
  ?	9	-15%	-2%	-8	-15	3%
> C=CCOc1ccc(C2=NOC(C(=O)Nc3ccc4c(c3)OCCO4)C2)cc1OC (stereo not given)
  -11%	17	78%[activator]	0%	13	18	3%
> O=C(COc1ccccc1C(=O)Nc1ccccc1)c1ccc(F)cc1
  ?	17	-22%	3%	-2	?	4%
> COc1cc2c(cc1OC)C(c1ccccc1)=NCC2
  -13%	-4	-8%	15%	1	91	1%&5%
> Cc1ccc(SCC(=O)n2nc(C)cc2C)cc1
  5%	-2	-14%	8%	-2	10	2%
> O=C(Cc1cccc(F)c1)N1CCCC(CO)(Cc2ccc(F)cc2F)C1 (stereo not given)
  ?	-2	46%	-10%	-2	23	8%
> O=C1N[C@@H](Cc2ccccc2)C(=O)N2CCC[C@@H]12
  ?	6	-16%	-13%	-2	23	9%
> O=C(NNC(=O)c1cc(-c2ccncc2)nc2ccccc12)c1cccc(Cl)c1
  ?	·	?	73%[activator]	·	-7	·
> COc1ccc([N+](=O)[O-])cc1NCC(=O)Nc1cccc(S(=O)(=O)N2CCCC2)c1
  ?	·	-33%	-25%	·	-29	·
> Cc1c(OC(C)C(=O)NCCCN2CCCC2=O)ccc2c3c(c(=O)oc12)CCCC3 (stereo not given)
  11%	-6	152%[activator]	10%	-6	?	27%
> CC(C)(C)NS(=O)(=O)c1ccc(OCC(=O)NCc2ccco2)cc1
  2%	-5	-13%	10%	-3	-18	3%
> COc1ccc(CCC(=O)N(C)CC(=O)Nc2ccc(Cl)c(C(F)(F)F)c2)cc1
  -1%	12	2%	6%	4	32	·
> COc1ccc(-n2c(CCc3ccccc3)nnc2SCC(=O)c2ccc(Cl)cc2)cc1
  ?	10	-2%	3%	3	27	0%

More structures
Second line of a record: AmpC inh detg	Shiga toxin inh	AmpC no deterg	AMA1-RON2 inh	Cycloheximide cs	HCMV inh	Giardia FBPA inh
> CCCCN(CC)C(=O)c1cc2c(=O)[nH]c3ccc(C)cc3c2s1
  -9%	3	-27%	0%	-1	-20	12%
> CCn1c(=O)c([N+](=O)[O-])c(N2CCOCC2)c2ccccc21
  -12%	-5	-18%	10%	-4	-1	10%
> NC(=NCCc1c[nH]c2ccccc12)NS(=O)(=O)c1ccc(F)cc1
  -5%	-9	-26%	-16%	1	-38	2%
> O=C(C[n+]1cccc(CO)c1)Nc1nc2ccccc2s1
  1%	41	-13%	-1%	34*	41	-6%
> Cc1occc1C(=O)Nc1c(F)cc(F)cc1Br
  4%	-2	0%	0%	15	-1	15%
> NNC(=O)Cn1nc(-c2ccccc2)c2ccccc2c1=O
  2%	-5	-12%	8%	-1	-34	6%
> O=C(O)c1ccccc1-c1ccccc1C(=O)Nc1cccc(Br)c1
  1%	1	-32%	3%	-3	28	?
> COc1cccc(NC(=S)/C(=C(\[O-])c2ccc(C)c([N+](=O)[O-])c2)[n+]2ccccc2)c1
  -7%	51*	-26%	57%[activator]	39*	43	?
> CCOC(=O)c1ccc(CNC(=O)C2CCCCC2C(=O)OCC(F)(F)F)o1 (stereo not given)
  -13%	-12	-1%	5%	-2	-4	0%
> O=C1CCN1C1(C(=O)NC2CCCCC2)CCCC1
  -9%	5	-14%	16%	-4	15	2%
> CN(C)S(=O)(=O)N1CCN(C(=O)N(c2ccccc2)c2ccccc2)CC1
  -4%	-14	32%	12%	-1	9	1%
> COc1ccc2c(c1)CCc1c(C(=O)N3CCCC3)noc1-2
  ?	55*	25%	0%	36*	28	4%
> CC(C)NC(=O)CCn1c(=S)oc2ccccc21
  -4%	-10	-13%	10%	-4	26	1%
> Cc1ccc(Oc2nsnc2N2CCOCC2)cc1
  -13%	-10	-8%	-6%	13	-31	5%

Some of these compounds in order of SMILES length, low to high.
Second line of a record: AmpC inh detg	Shiga toxin inh	AmpC no deterg	AMA1-RON2 inh	Cycloheximide cs	HCMV inh	Giardia FBPA inh
> COc1ccc2c(c1)CCc1c(C(=O)N3CCCC3)noc1-2
  ?	55*	25%	0%	36*	28	4%
> CN(C)S(=O)(=O)N1CCN(C(=O)N(c2ccccc2)c2ccccc2)CC1
  -4%	-14	32%	12%	-1	9	1%
> COc1cccc(NC(=S)/C(=C(\[O-])c2ccc(C)c([N+](=O)[O-])c2)[n+]2ccccc2)c1
  -7%	51*	-26%	57%[activator]	39*	43	?

Screening results deposited in PubChem by National Center for Advancing Translational Sciences (NCATS).
